Source: PubChem
Pf Dd2 growth = Plasmodium falciparum Dd2 growth inhibition. P. falciparum Dd2 growth, SYBR Green, 72 h. Potency, µM (doses to about 28.9 µM), without a hit: top-dose activity, negative = inhibition, most hits filed as inhibitors. actives 4.3% (n = 120,000); active = well fitted inhibition curve with a large enough effect; inconclusive = small, poorly fitted or top-dose-only effect; inactive = no such curve, though single readings can be large or run the other way;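 also: plate controls were DMSO vehicle for no effect and reference drug for full effect; nearly all actives have a fitted effect of over 65% in size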
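Infected erythrocytes (Dd2, 0.3% parasitemia, 2.5% hematocrit final) are added to compound in RPMI-1640/Albumax II medium, grown 72 h at 37C in low oxygen, then lysed with saponin/Triton-X containing SYBR Green and read by fluorescence.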
Numbers without * were called inactive; i = inactive; u = inconclusive; [ ] = remark or other dose. Potency is read from the fitted curve at half-maximal effect.

Structure	Pf Dd2 growth
CCCCn1c(SCc2ccccc2C)nc2ccsc2c1=O	-5%
CN(C)Cc1nc(C(=O)N2CCC3(CC2)[C@H](O)C[C@@H]3O)cs1	-13%
O=C([C@H]1C[C@H](Oc2cccnc2)CN1C(=O)c1ccc2ccccc2n1)N1CCOCC1	9%
COc1ccc(S(N)(=O)=O)cc1C(=O)N1CCC2(CN(C)C(=O)O2)C1 (stereo unspecified)	7%
Cc1ccc(CNC(=O)c2ccc(-c3nc(CS(=O)(=O)c4ccc(C)cc4)c(C)o3)cc2)cc1	i
CC1(CCCCN2CCOCC2)COc2ccc(C(=O)NCc3ccccc3)cc2N1 (stereo unspecified)	-4%[44.1 µM]
Cc1ccsc1C(=O)N1CCCC(Cc2nc(C3CCOCC3)no2)C1 (stereo unspecified)	-6%
COc1cc(NC(=O)N2CCc3c(sc4c3CCCC4)C2c2ccccc2)cc(OC)c1OC (stereo unspecified)	16%
CCCNC(=O)C1C(c2cccc(NC(=O)c3ccc(C)cc3)c2)OC(=O)N1Cc1ccc(C)cc1 (stereo unspecified)	-11%
Cc1ccc(N(CC(=O)N2CCN(c3cccc(C)c3C)CC2)S(=O)(=O)c2c(C)nn(C)c2C)cc1	u
CCSc1nc(-c2ccccc2F)nc2c1Cc1c(CO)cnc(C)c1O2	10%
COC(=O)C(Cc1c[nH]c2ccccc12)NC(=O)COc1ccc(Cl)cc1Cl (stereo unspecified)	-13%
CCOc1cc(CNC(=O)Cn2c(=O)c3cccn3c3ccc(F)cc32)cc(OCC)c1OCC	7%
CN(Cc1nccs1)Cc1cccn1C	i
Cc1ncc2n1C(=O)N(C1CCN(C(=O)c3ccccc3)CC1)C2	10%[44.1 µM]
COc1cncc([C@@H](NS(=O)(=O)c2cnn(C)c2)C2CC(O)C2)c1 (stereo partly specified)	-1%
CCOc1cc(C2CC(=O)Nc3nc(SCc4ccccc4)[nH]c(=O)c32)ccc1O (stereo unspecified)	u
CNC(=O)c1cc[nH]c1C1CCCN(Cc2ccc3c(c2)CCO3)C1 (stereo unspecified)	2%
O=C(NC1CCc2nnc(C3CC3)n2CC1)C1(c2ccccc2)CC1 (stereo unspecified)	12%
Fc1ccc(OCCc2noc(C3CCCNC3)n2)cc1 (stereo unspecified)	u
CCn1ccnc1CN(C)c1nccc(-c2ccc(C)nc2C)n1	-21%
CNC(=O)N1CC(c2noc(C3CCCN3C(=O)NCCc3ccccc3)n2)C1 (stereo unspecified)	21%
Cc1c(Cl)cccc1NC(=O)c1oc2ccc(S(=O)(=O)N3CCC4(CC3)OCCO4)cc2c1C	13µM*
CCCCN1C(=O)C(CC(=O)NC(C)(C)CC)Sc2ncccc21 (stereo unspecified)	i
Cc1c(NC(=O)c2ccc(Br)o2)cccc1-c1nc2ccccc2o1	18%
COc1ccc(NC(=O)N2Cc3[nH]cnc3C[C@H]2c2nc(-c3ccc(C)cc3)no2)cc1	u
COc1ccc(NC(=O)Cn2nc3c(cc2=O)CCCCC3)cc1Cl	-19%
C#CCOc1ccc(C(=O)N[C@@H]2CN(Cc3ccc(CO)o3)CCC[C@H]2O)cc1	i
O=C(c1ccccc1)N1CCC2(C1)C(=O)N(CCc1ccccc1)c1ccccc12 (stereo unspecified)	u
O=C(NCc1cccs1)c1ccc(CSc2nc3cccnc3n2Cc2ccccc2)cc1	u
COc1ccc(CCNC(=O)c2ccc(Cn3c(=O)[nH]c4cc(OC)c(OC)cc4c3=O)cc2)cc1OC	i
COC(=O)COCC(=O)N1Cc2[nH]cnc2C[C@H]1c1nc(-c2ccc(F)c(Cl)c2)no1	u
CC1(c2noc(-c3cccnc3)n2)CCN(C(=O)CCC(=O)n2ncc3c(Cl)cccc32)CC1	3%
CC(=O)Nc1cccc(-c2cn(C)c(=O)n3cc(COc4ccccc4)nc23)c1	u
Cc1cc(C(F)(F)F)nn1CC(=O)N1CCCC(CO)CCNC(=O)CC1 (stereo unspecified)	-6%
CN(C)c1ccc(-c2nnc3n(Cc4ccccc4)c(=O)c4ccccc4n23)cc1	8%
O=C(Nc1ccc(Cl)cc1Cl)c1cc(S(=O)(=O)N2CCCCCC2)ccc1F	i
O=C(c1cccc(O)c1)N1CCCC(CCc2cccc(C(F)(F)F)c2)C1 (stereo unspecified)	i
CC(C)(C)c1ccc(-c2cc(C[C@H]3CNCC[C@H]3CC(=O)N3CCN(Cc4ccccc4)CC3)no2)cc1	u
COCCNC(=O)N1CCc2c(sc3ncnc(N(C)C)c23)C1	u
COc1ccccc1NC(=O)N1CCN(c2nnc(C)c3c(C)n(-c4ccccc4)nc23)CC1	i
Cc1nc2ccc(-c3nc(C4CCOC4)no3)cc2s1 (stereo unspecified)	14%
COc1ccc(N2C(=O)CS(=O)(=O)C23C(=O)N(Cc2ccc(C)cc2)c2ccccc23)cc1Cl (stereo unspecified)	u
CCCCNC(=O)c1ccc2c(c1)N(S(=O)(=O)c1ccccc1F)CC2	-16%
CCCNC(=O)N[C@@H]1CCC[C@@H](C(=O)NCc2ccc(OC)cc2)CC(=O)N(C)C1	-4%[44.1 µM]

2 entries from above in a different format:
> O=C(c1cccc(O)c1)N1CCCC(CCc2cccc(C(F)(F)F)c2)C1 (stereo unspecified)
  Pf Dd2 growth: i
> COC(=O)COCC(=O)N1Cc2[nH]cnc2C[C@H]1c1nc(-c2ccc(F)c(Cl)c2)no1
  Pf Dd2 growth: u

Reformatted: four of the compounds above.
SMILES: Cc1cc(C(F)(F)F)nn1CC(=O)N1CCCC(CO)CCNC(=O)CC1 (stereo unspecified)
  Pf Dd2 growth = -6%

SMILES: CCCCNC(=O)c1ccc2c(c1)N(S(=O)(=O)c1ccccc1F)CC2
  Pf Dd2 growth = -16%

SMILES: CN(C)c1ccc(-c2nnc3n(Cc4ccccc4)c(=O)c4ccccc4n23)cc1
  Pf Dd2 growth = 8%

SMILES: CC1(c2noc(-c3cccnc3)n2)CCN(C(=O)CCC(=O)n2ncc3c(Cl)cccc32)CC1
  Pf Dd2 growth = 3%

(listing goes on)
Structure	Pf Dd2 growth
O=C(Nc1ccc(N2CCC(c3ccccc3)C2)c(C(=O)O)c1)c1ccc(Cl)cc1 (stereo unspecified)	-15%
COCc1nncn1C1CCN(S(=O)(=O)c2cccc(OC)c2)CC1	6%
COc1ccc(CNC(=O)CC[C@H]2CNC(=O)[C@@H]3[C@@H](CCN3CC(C)(C)C)N2C)cc1	-19%[44.1 µM]
CC(C)OC(=O)c1c(NC(=O)c2cc3nc(-c4ccccc4)cc(C(F)(F)F)n3n2)sc2c1CCCC2	u
Cc1c(C(=O)N2CCC(C(=O)Nc3ccc(F)c(Cl)c3)CC2)sc2nc[nH]c(=O)c12	i
CCC(CC)C(=O)NC[C@H]1C[C@@H]2CCN1C[C@@H]2c1cc(-c2ccc(OC)c(OC)c2)nn1C	u
Cc1ccc(CNC(=O)c2cc(-c3ccc(C)cc3)nc3n[nH]c(-c4cccc([N+](=O)[O-])c4)c23)cc1	i
O=C(CC[C@@H]1CNC(=O)[C@@H]2C[C@H](NCc3ccc(CO)o3)CN12)NCc1ccc(F)cc1	21%
Cn1ccnc1CNC(=O)C[C@@H]1C[C@H]2O[C@H](CNC3Cc4ccccc4C3)[C@@H](O)[C@H]2O1	18%[44.1 µM]
Cn1c(Cn2cccn2)nnc1C1CCN(C(=O)N2CCOCC2)CC1	3%
CCCN1C(=O)CC[C@H]2CN(C(=O)c3ccc4sccc4c3)CC[C@H]21	-12%
CCOc1ccc(CC(=O)NCc2ccc3c(c2)CCN3C(=O)c2ccccc2)cc1OCC	u
COc1ccc(Cn2c(C3CCN(C(=O)C4CCCCC4)CC3)n[nH]c2=O)cc1	-7%
CN(C1CCc2nn(CC3CC3)c(=O)n2CC1)S(=O)(=O)c1cn(C)cn1 (stereo unspecified)	i
COc1ccc2c(CNCc3ccccc3OC)c(C(=O)O)n(Cc3ccc(F)cc3Cl)c2c1	274%[activator][0.0462 µM]
COc1ccc(-c2onc(C)c2C(=O)NCCCOC(C)C)cc1	-9%
Cc1cc(C)cc(OCC(=O)N(Cc2ccc(Cl)cc2)C2CCS(=O)(=O)C2)c1 (stereo unspecified)	-2%
CC1=C[C@@H](CN2CCN(c3ncccn3)CC2)[C@H](C(C)C)C[C@H]1Cc1nnc(-c2ccccc2F)o1	u
COc1ccc(CNC(=O)CCc2c(C)nc3c4cccnc4nn3c2C)cc1	59%[activator][5.79 µM]
O=C(N[C@@H]1C[C@H](Cn2cc(C3CC3)nn2)[C@@H](O)[C@H]1O)c1cnccn1	14%[44.1 µM]
Cc1ccc(NC(=O)C2(c3cccs3)CCOCC2)cc1Cl	29%
O=C(c1ccc(Cl)cc1)N1C[C@@H](F)[C@@H](OCc2nc3ccccc3[nH]2)C1	i
CC1CCN(S(=O)(=O)c2ccc3c(c2)CCN3)CC1	49%[activator]
COCCOc1ccc(-c2noc([C@@H]3CCCN3C3CCCCC3)n2)cn1	u
CCOCCCNC(=O)c1c(NC(=O)Cc2coc3c(C)c(C)ccc23)sc2c1CCC2	u
CCN1CCN(c2nc3c(s2)CN(C(=O)CCC(C)C)CC3)CC1	i
COc1cccc(CNC(=O)[C@@H]2C[C@@H](O)CN2C2CCN(C(=O)C(C)C)CC2)c1	-3%
COc1ccc([C@@H](NC2CCN(C(=O)C(C)C)CC2)C2CC(O)C2)cn1 (stereo partly specified)	-29%
COCCN1CCNc2nc(CNCc3cnccn3)n(Cc3ccccc3)c2C1=O	u
O=C(Cc1c[nH]c2ncc(-c3ccccc3Oc3ccccc3)cc12)N1CCOCC1	i
CC(C)CCN1CCc2nc(N3CCc4ccccc4C3)[nH]c(=O)c2CC1	u
COc1cc(NC(=O)Cc2c(C(=O)O)c(C)cn2C)cc(OC)c1	-2%
CCOc1ccc(C(=O)c2cn(CC(=O)Nc3ccc(F)cc3)c3cc4c(cc3c2=O)OCCO4)cc1	i
CN1CCC(N[C@@H]2CCC[C@@H](C(=O)NC3CC3)CC(=O)N(C)C2)CC1	18%[44.1 µM]
Cc1ccc(C(=O)N2CCCN(C)c3ccccc32)cc1C	u
CCOc1ccccc1C1NC(=O)N(CC(=O)N(CC)c2ccccc2)C2=C1C(=O)OC2 (stereo unspecified)	i
CC(C)c1ccc(CNC(=O)C2Cn3cccc3C(=O)N2)cc1 (stereo unspecified)	14%
NC(=O)c1nnn([C@H]2C[C@H]3C(=O)N4CC[C@H](NC(=O)c5cccs5)[C@H]4C(=O)N3C2)c1C(N)=O	15%
O=C(NCc1ccccn1)C1CCN(Cc2cc3n(n2)CCNC3)CC1	-7%
CC(=O)N1CC2(Cc3ccccc31)CN(C(=O)Cc1ccccn1)C2	u
COc1ccc(S(=O)(=O)Nc2cc(-c3cn4ccc(C)cc4n3)ccc2C)cc1OC	-10%
Cc1ccc(CNC(=O)N2CCCN(C(=O)C3CC3)C(c3ccccc3)CC(=O)NCC2)cc1 (stereo unspecified)	-9%
CC1=C[C@@H](CNC(=O)Nc2ccc(Cl)cc2)[C@H](C(C)C)C[C@H]1CC(=O)N(C)Cc1cccnc1	u
CC(=O)Nc1ccc(C)cc1-c1nc2ccccc2n(CC(=O)c2ccc(Cl)cc2)c1=O	i
CCS(=O)(=O)N1CCC(N2C(=O)[C@H](OCCOC)[C@@H]2c2ccncc2)CC1	i
CCC(=O)N1CCC(CC)(N2CCN(S(=O)(=O)c3cc(Cl)ccc3OC)CC2)C1 (stereo unspecified)	u
COc1ccc(-n2nc3n(c2=O)CCN(Cc2ccc(F)cc2)C3)cc1	11%
Cc1c(C(=O)N2CCOC(CCCC(C)C)C2)cnc2cc(=O)[nH]n12 (stereo unspecified)	-13%
O=C(N[C@@H]1CCC[C@@H]1C(=O)NC1CCCCCC1)c1ccncc1	-1%
CCc1cccc(NC(=O)C2Cc3ccccc3N2C(=O)c2ccccc2)c1 (stereo unspecified)	-19%
Cc1ccc(NC(=O)c2ccc(F)c(S(=O)(=O)NCCc3ccccc3)c2)cc1F	u
COCC1CN(Cc2ccc(Br)cc2)CC12CCNCC2 (stereo unspecified)	u
Cc1ccc(-c2nc(C(=O)N(C)Cc3ccccc3)no2)cc1	36%[activator]
COc1cccc(N(Cc2nnc3n2CCCCC3)C(=O)Nc2ccccc2)c1	i
COc1cccc(CC(=O)N2CC(Oc3ccc(-c4nc(-c5ccccc5)no4)cc3)C2)c1	11%[5.79 µM]
CC1=C(c2cccc(Cl)c2)S(=O)(=O)NC1=NCc1ccccc1C	i
COc1ccc(CN2CCc3ncc(C(=O)NCc4cccc(Cl)c4)n3CC2)cn1	-12%[44.1 µM]
C[S+](=O)([O-])N1Cc2ccccc2CC2(CCCCN2CCc2ccccc2)C1 (stereo unspecified)	u
Cc1ccc(CC(=O)NC2CCN(c3cnn(C)c(=O)c3)CC2)cc1	-17%
C=CCN1CCN(C(=O)C2CCCN(C(=O)c3ccccc3)CCC(=O)NCC2)CC1 (stereo unspecified)	23%

The results go on:
Structure	Pf Dd2 growth
COc1ccc(CNC(=O)CN2N=C(c3ccccc3)CCC2=O)c(OC)c1	52%[activator]
O=C(NCCCc1ccccc1)c1ccc2nccn2c1	u
CCN(c1ccc(C)cc1)S(=O)(=O)c1nnc(NC(=O)c2cccs2)s1	-25%
Cc1cccc(NC(=O)Cn2c(-c3ccc(F)cc3)nc(C)cc2=O)c1	i
O=C(CN1C(=O)C(c2ccccc2)=NC12CCCCCC2)NC1CCCCC1	-10%
Cc1ccsc1C(=O)NCC1Cn2cccc2C(=O)N1Cc1ccccc1 (stereo unspecified)	u

An excerpt; the hit share may differ from the screen's.
